GRP78 ERSR act – qHTS for Inducers of the Endoplasmic Reticulum Stress Response (ERSR) in Human Glioma: qHTS | U87-MG GRP78 promoter luciferase reporter, 16 h | Potency, µM, inactives show top-dose activation, most hits filed as activators | 420,000 compounds, 0.02% hits | AID 602332, 2012; further: potency means the concentration at half of the fitted maximal effect; series mostly up to about 76 µM; % of control where 0% means no effect; nearly all actives have a fitted effect of over 35% in size
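ERSR induction read as luciferase luminescence (Bright-Glo, 10 min at room temperature) in stably transfected human U87-MG glioma cells exposed to compounds for 16 h, using GRP78 as sensor.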
Vif-A3F inh – qHTS for Inhibitors of Vif-A3F Interactions: qHTS; HeLa A3F-eYFP + Vif (tagged APOBEC3F with the HIV-1 protein that degrades it), YFP fluorescence increase; Potency, µM (doses to about 46.1 µM), for the others: at the highest dose activity, negative = active; 390,000 compounds, 0.2% hits; AID 602313, 2012; further: potency means the concentration at half of the fitted maximal effect; % of control where 0% means no effect; nearly all actives have a fitted effect of over 65% in size
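HeLa cells stably expressing Vif plus C-terminally eYFP-tagged A3F were seeded, incubated overnight at 37 deg C, dosed with compound, incubated overnight again at 37 deg C. Yellow fluorescence (Ex 488/Em 500-530) reported blocked Vif-mediated A3F-eYFP degradation.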
Vif-APOBEC3G blk – qHTS for Inhibitors of Vif-A3G Interactions: qHTS | HeLa A3G-eYFP + Vif (tagged APOBEC3G with the HIV-1 protein that degrades it), YFP fluorescence, overnight | Potency, µM (series often up to 46.1 µM), inactives show top-dose activity, negative = active, hits mostly inhibitors | 410,000 compounds, 0.076% hits | DNA dC->dU-editing enzyme APOBEC-3G (Homo sapiens), Q9HC16;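 further: potency means the concentration at half of the fitted maximal effect; on the % scale 0 is the no-effect control and ±100 the full control effect; nearly all actives have a fitted effect of over 60% in size; hits raise eYFP signal because A3G escapes Vif-driven loss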
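HeLa cells stably expressing Vif and C-terminally eYFP-tagged A3G, seeded overnight at 37 deg C, then exposed to compound by pintool overnight at 37 deg C. Rise in yellow fluorescence (Ex 488/Em 500-530, Acumen) marks blocked Vif-driven A3G degradation.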
D2 PAM – HTS Assay for Positive Allosteric Modulators of the Human D2 Dopamine Receptor: Primary Screen for Potentiators. HEK293 T-REx D2, calcium flux, EC20 dopamine potentiation. D(2) dopamine receptor (Homo sapiens), P14416. 340,000 compounds, 0.34% hits. potentiation, % at 10 µM. AID 485347, 2010;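 active means potentiation over 3 SD above the plate norm, cut at about 30% in these data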; further: 0% is about no effect
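Tetracycline-induced HEK293 T-REx cells force-coupled to calcium signalling expressed D2; compounds were pin-added after a 10 s baseline, read kinetically 180 s, then an EC20 dopamine challenge followed with a further 180 s calcium read.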
RXFP1 antagonist – qHTS Assay for Antagonists of the Relaxin Receptor RXFP1; 350,000 compounds, 0.59% hits; Relaxin receptor 1 (Homo sapiens), Q9HBX9; HEK293-RXFP1, relaxin-stimulated cAMP HTRF, 30 min; active compounds read low; activity change, negative = inhibition, % at 57.5 µM;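 active means activity change of -60% or lower, but not beyond a set lower limit; inconclusive means change between -60% and -40%, or beyond the set limit; inactive means change above -40%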; further: on the % scale 0 is the no-effect control and ±100 the full control effect
Target sequence (Q9HBX9 whole entry, looked up): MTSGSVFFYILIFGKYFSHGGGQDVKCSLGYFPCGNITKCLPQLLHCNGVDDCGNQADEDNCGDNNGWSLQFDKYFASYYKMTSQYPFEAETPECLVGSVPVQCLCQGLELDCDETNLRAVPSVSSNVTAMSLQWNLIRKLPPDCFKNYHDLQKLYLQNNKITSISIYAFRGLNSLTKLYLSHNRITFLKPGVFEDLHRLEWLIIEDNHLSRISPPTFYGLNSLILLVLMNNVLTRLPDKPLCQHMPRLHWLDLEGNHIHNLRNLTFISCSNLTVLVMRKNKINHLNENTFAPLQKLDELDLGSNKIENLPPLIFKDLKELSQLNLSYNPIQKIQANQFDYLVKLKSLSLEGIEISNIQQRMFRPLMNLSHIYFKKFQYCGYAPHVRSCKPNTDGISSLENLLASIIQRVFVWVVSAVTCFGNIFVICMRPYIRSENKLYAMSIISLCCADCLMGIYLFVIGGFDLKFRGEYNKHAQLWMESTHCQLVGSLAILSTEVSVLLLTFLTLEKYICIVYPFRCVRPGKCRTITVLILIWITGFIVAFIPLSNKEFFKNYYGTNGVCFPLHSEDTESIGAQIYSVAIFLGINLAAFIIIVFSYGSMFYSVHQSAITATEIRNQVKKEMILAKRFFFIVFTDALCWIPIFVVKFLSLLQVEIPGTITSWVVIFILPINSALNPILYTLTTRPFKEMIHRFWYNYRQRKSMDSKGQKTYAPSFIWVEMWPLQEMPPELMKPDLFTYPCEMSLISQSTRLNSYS
D1 antag – Antagonist of Human D 1 Dopamine Receptor: qHTS | activity change, negative = inhibition, % at 10 µM | 360,000 compounds, 3.2% hits | AID 504652, 2011 | HEK293 TREx D1 cells, calcium flux, dopamine EC80; active compounds read low; in the data active means activity change below about -30%; further: on the % scale 0 is the no-effect control and ±100 the full control effect
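Tetracycline-induced HEK293 Trex D1 cells, force-coupled to calcium, dye-loaded; compounds added and read 180 s, then EC80 dopamine added and calcium flux tracked kinetically another 180 s.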
RXFP1 ag – qHTS Assay for Agonists of the Relaxin Receptor RXFP1; HEK293T-RXFP1 cAMP TR-FRET, 30 min; response scale: percent of porcine relaxin response, buffer zero; AID 2676, 2010; Potency, µM (highest dose often 57.5 µM), for inactives: at the highest dose activation, hits mostly activators; 370,000 compounds, 0.3% hits; further: potency means the concentration at half of the fitted maximal effect; on the % scale 0 is the no-effect control and ±100 the full control effect; nearly all actives have a fitted effect of over 60% in size; many of its hits are not listed in these tables
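HEK293T cells stably expressing RXFP1 were pretreated with the PDE4 inhibitor Ro 20174, exposed to compounds for 30 min at 37C, lysed, and cAMP was read by TR-FRET. Data normalized to buffer (basal) and 29 nM porcine relaxin (100%).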
D1 potentiator – Potentiators of Human D1 Dopamine Receptor: qHTS; 360,000 compounds, 0.036% hits; HEK293 TREx D1 cells, calcium flux, dopamine EC20 potentiation; potentiation, % at 10 µM; in the data active means potentiation above about 30%; further: 0% is about no effect
D1 agonist – Allosteric Agonists of the Human D1 Dopamine Receptor: qHTS; D(1A) dopamine receptor (Homo sapiens), P21728; HEK293 T-REx D1 cells, calcium flux, agonist mode; 360,000 compounds, 1% hits; activation, % at 2 µM; in the data active means activation above about 30%; further: 0% is about no effect
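Agonism was scored from calcium flux recorded over 180 s (1 read/s) after pintool compound addition, following a 10-cycle baseline. Cells were inducible force-coupled HEK293 TREx D1, plated overnight at 30 C and loaded with no-wash calcium dye.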
* = called active by the depositor; ? = inconclusive; . = not tested or not shown; & = joins results of further samples. Unless noted, the call rests on the fitted dose curve; in most records, active means well fitted curve in the direction sought with a large enough effect; inconclusive means small, poorly fitted or top-dose-only effect, or another doubt; inactive means no such curve, though single readings can be large; an effect the other way counts as inactive or inconclusive. Only part of the results is shown. The share of hits here may be higher or lower than overall.

SMILES | GRP78 ERSR act | Vif-A3F inh | Vif-APOBEC3G blk | D2 PAM | RXFP1 antagonist | D1 antag | RXFP1 ag | D1 potentiator | D1 agonist
CCCCCCNC(=O)OC12CN(C(=O)OC(C)C)N(C(=O)OC(C)C)CC1(O)CN(S(=O)(=O)c1ccc(C)cc1)C2 (stereo not given) | -2% | -9% | -4% | . | 6 | . | . | . | .
CN(Cc1ccno1)C(=O)CC1C(=O)NCCN1CC(c1ccccc1)c1ccccc1 (stereo not given) | -1% | 7% | -2% | 4 | 1 | 3 | 1.9% | 5 | 0
Oc1c(Br)cc(C=Nc2ccc3nc(-c4ccccc4)[nH]c3c2)c(O)c1Br | 0% | -16% | -12% | 25 | 9 | -14 | ? | -3 | 1
COCCN(C(=O)c1ccccc1F)c1c(N)n(Cc2ccccc2)c(=O)[nH]c1=O | -3% | ? | 9% | 3 | 15 | 6 | 0.6% | -2 | 1
CC(C)NC(=O)NC(=O)COC(=O)Cc1c(F)cccc1Cl | -2% | 8% | 5% | 2 | -31 | 10 | 0.5% | -4 | 1
CC1(C)Cc2c(c(=S)nc(-c3ccccc3)n2CCOCCO)CO1 | -12% | . | 3% | 13 | -13 | 16 | 2.4% | 0 | 0
O=C(CSc1nc(-c2ccccc2)cc(C(F)(F)F)n1)NCCN1CCOCC1 | 4% | -8% | 1% | -6 | 7 | 12 | 0.9% | -6 | 1
CC(C(=O)O)c1ccc(C(=O)c2ccccc2)s1 (stereo not given) | -2% | -12% | 0% | 8 | -18 | -12 | 4.6% | -5 | -1
C=C(C)c1cccc(C(C)(C)NC(=O)Nc2ccccc2OCC)c1 | -6% | -13% | 1% | 5 | 14 | -2 | 1.0% | -2 | 15
O=[N+]([O-])c1ccc(Cl)c(CN2CCCCCC2)c1 | -1% | 3% | -1% | 10 | -1 | 25 | 0.3% | -7 | -2
Cc1cccc(C(c2sc3nc(-c4ccco4)nn3c2O)N2CCN(Cc3ccccc3)CC2)c1 (stereo not given) | -1% | 1% | -1% | -8 | ? | . | 0.9% | 2 | 3
O=C(NCc1ccc2c(c1)OCO2)c1n[nH]c(=O)c2ccccc12 | 0% | -5% | -1% | -21 | 8 | -50* | 4.1% | -1 | 0
Nc1cccc2cc(S(=O)(=O)O)ccc12 | -4% | 6% | 2% | . | 27 | . | . | . | .
O=C(O)C1C2C=CC(C2)C1C(=O)NCc1ccc(Cl)c(Cl)c1 (stereo not given) | -5% | 2% | -4% | -5 | -4 | 26 | 0.9% | -5 | 11
COc1cccc2c1OCC(CN1CCN(C3CCCCC3)C(CCO)C1)=C2 (stereo not given) | -4% | 2% | 9% | -11 | 4 | -8 | -0.5% | -3 | 0
COc1ccc(C(=O)Nc2ccc(N3CCN(c4ccc(OC)cc4)CC3)c(C#N)c2)cc1 | -2% | 6% | 1% | 2 | 1 | 19 | ? | -1 | 4
CCOC(=O)N1CCN(C(=O)CCc2ccc(S(=O)(=O)NCC(C)C)cc2)CC1 | -3% | 10% | 1% | . | 3 | . | . | . | .
CCN(CC)CCN(C(=O)c1ccc2c(c1)CCCC2)c1nc2cc(OC)c(OC)cc2s1 | -7% | 2% | 1% | -4 | ? | 19 | 2.2% | 8 | 2
Cc1ccc(-c2nn(-c3ccccc3)cc2C=C2C(=O)CC(C)(C)CC2=O)cc1 | ? | 5% | -1% | 10 | ? | -18 | 2.5% | 1 | -1
O=C(NCC1CCCO1)c1cc(-c2ccccc2)on1 (stereo not given) | ? | -1% | 0% | -1 | -13 | -2 | 1.2% | 0 | 3
CCOC(=O)c1ccccc1NC(=O)N1CCCn2nc(C)cc21 | -1% | -3% | 1% | -10 | 0 | -6 | -0.8% | -4 | 0
CSc1ncccc1C(=O)Nc1ccc(OC(F)(F)F)cc1 | 2% | 2% | -5% | -4 | -6 | -6 | 6.9% | -7 | 1
O=C(CN1C(=O)C2CC=CCC2C1=O)Nc1nnc(SCc2c(Cl)cccc2Cl)s1 (stereo not given) | -5% | -7% | -5% | 3 | -9 | 19 | 0.3% | 0 | 0
Cc1ccc(C(=O)N(CN2CCCC2=O)c2ccc(F)cc2)cc1C | -3% | 16% | 1% | -6 | -10 | 5 | 2.8% | -2 | 1
CC1(C)C=Cc2c(ccc3c2OC[C@H](c2ccc(O)cc2O)C3)O1 | 5% | 3% | -4% | 1 | . | -25 | 0.2% | 6 | -1
O=C(N/N=C/c1ccc[nH]1)c1sc2ccccc2c1Cl | 1% | -9% | 1% | -8 | 6 | -5 | -0.9% | -1 | 4
CCc1ccc(C(=O)COC(=O)c2nn(C)c(=O)c3ccccc23)cc1 | -3% | -11% | -1% | 12 | -36 | 3 | 0.4% | -4 | 5
Cc1ccc(S(=O)(=O)Nc2cc3c(cc2N2CCOCC2)n(C)c(=O)n3C)c(C)c1 | 3% | -12% | -2% | -7 | -15 | -18 | 6.5% | 3 | 0
N#CC1=C(N)Oc2cc(O)ccc2C1c1ccccc1 (stereo not given) | 0% | 2% | ? | 25 | -11 | -23 | 1.0% | -4 | 6
COc1cccc(N2C(=O)C3CCCN3C2c2cccs2)c1 (stereo not given) | -4% | 12% | 0% | 23 | -11 | 10 | 11% | 1 | 2
Cc1ccc(NC(=O)C(C)OC(=O)c2nc(Cl)ccc2Cl)cc1S(=O)(=O)N1CCOCC1 (stereo not given) | 2% | -1% | -11% | . | 1 | . | . | . | .
CC(C)c1cc(NC(=O)CCl)on1 | -13% | 3% | ? | -2 | 3 | -19 | 3.1% | -2 | 3
CCOC(=O)c1c(S(=O)(=O)Nc2ccc(F)cc2Cl)c(C)n(C)c1C | -4% | -5% | -4% | 4 | 23 | -14 | 4.3% | -10 | 1
COCCn1cnc2c1c(=O)n(CC(=O)OCC(=O)NCC(F)(F)F)c(=O)n2Cc1ccccc1 | -2% | -4% | 3% | 10 | -3 | 14 | 0.3% | 4 | -1
COc1ccc(Cl)cc1/C=C1/C(=O)ON=C1C | -2% | -12% | 3% | -2 | -7 | -2 | 0.3% | -1 | 1
CCC(=O)N1CCCc2cc(S(=O)(=O)N3CCC(C(=O)NCc4ccc(F)cc4)CC3)ccc21 | -3% | 2% | -3% | 10 | -9 | 1 | 0.5% | -2 | 0
CCOC(=O)C1(CCCc2ccccc2)CCN(C(=O)c2cc(C)nc(C)n2)CC1 | -5% | -32% | 6% | 0 | 5 | -10 | -3.9% | -2 | 3
Cc1cccc(-c2noc(C3CCCCC3)n2)c1 | 3% | -1% | -2% | -15 | -10 | -2 | -2.3% | 0 | 2
O=C(COC(=O)/C=C/c1ccco1)Nc1ccc(F)cc1Cl | -1% | 0% | 1% | 19 | 13 | -6 | -0.3% | 2 | 2
CN(C)c1ncc(CN2CCC(CO)(CCCc3ccccc3)CC2)s1 | -5% | 0% | -1% | -20 | -6 | 17 | 5.1% | 1 | 3
Cc1ccc(Cn2nc(C)c(C(=O)NCC(c3ccc(F)cc3)N3CCOCC3)c2Cl)cc1 (stereo not given) | -3% | 13% | 6% | -11 | -7 | 4 | -2.4% | -1 | 1
COc1ccc(C2CC(c3ccc4ccccc4c3)=NN2C(=O)CN2C(=O)CCC2=O)cc1 (stereo not given) | -3% | 4% | -11% | . | -25 | -30* | -3.8% | 0 | 9
CC(=O)CSc1nc2ccccc2o1 | 1% | 1% | -2% | -4 | -6 | 11 | 0.4% | -8 | 0
Cc1cc(C(F)(F)F)n(-c2nc(C(=O)N/N=C/c3ccc(F)cc3)cs2)n1 | -3% | -4% | -25% | -3 | -5 | -1 | -0.5% | -5 | 18
Cc1ccc(S(=O)(=O)NCc2nc3ccccc3c(=O)n2N)cc1 | -3% | -6% | 1% | 4 | 2 | -32* | -2.4% | -3 | 15
CCc1ccc(S(=O)(=O)NCc2csc(C)n2)s1 | -5% | -1% | 3% | 12 | 5 | 0 | 1.9% | -6 | -1
CCOc1ccc(CCNC(=O)CSc2cc(=O)n(C)c3ccc(Cl)cc23)cc1OCC | -3%&-4% | ? | 6%&-5% | 5&5 | -3 | 9&4 | 16%&1.4% | -3&3 | 1&1
CC(C)N(C(=O)Cn1cnc2cc([N+](=O)[O-])ccc2c1=O)C(C)C | . | . | . | -1 | . | -2 | 1.8% | 0 | -2
Nn1c(Cc2cccc3ccccc23)n[nH]c1=S | -3% | 9% | 0% | 8 | 5 | 48 | -1.9% | -4 | 0
COC(=O)/C(C#N)=C(/Nc1ccc(F)c(Cl)c1)C(F)(F)F | -3% | 2% | 0% | 15 | -4 | 5 | 3.5% | 0 | 4
O=C(N/C(=C\c1ccc2c(c1)OCO2)C(=O)N1CCOCC1)c1ccccc1Br | -1% | -6% | -1% | 4 | 8 | 25 | 1.5% | -6 | 0
Cn1cncc1C#Cc1c(C=O)[nH]c2ccccc12 | -5% | -13% | -23% | -5 | . | . | 1.9% | 7 | 0
COc1cc(CO)cc(Br)c1OCC(=O)O | -1% | -12% | 4% | 4 | . | 16 | 1.2% | . | 2

Quoted from the listing (3 entries):
SMILES | GRP78 ERSR act | Vif-A3F inh | Vif-APOBEC3G blk | D2 PAM | RXFP1 antagonist | D1 antag | RXFP1 ag | D1 potentiator | D1 agonist
O=C(N/C(=C\c1ccc2c(c1)OCO2)C(=O)N1CCOCC1)c1ccccc1Br | -1% | -6% | -1% | 4 | 8 | 25 | 1.5% | -6 | 0
Cn1cncc1C#Cc1c(C=O)[nH]c2ccccc12 | -5% | -13% | -23% | -5 | . | . | 1.9% | 7 | 0
COc1cc(CO)cc(Br)c1OCC(=O)O | -1% | -12% | 4% | 4 | . | 16 | 1.2% | . | 2
